ERAP1 HTS inh – human ERAP1 aminopeptidase inhibitors, primary screen, biochemical, single point, plate reader | Endoplasmic reticulum aminopeptidase 1 (Homo sapiens), Q9NZ08 | recombinant ERAP1, Leu-AMC fluorescence, 60 min | inhibition, % at 10.7 µM | actives 0.15% (n = 340,000);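 active = mean replicate inhibition of at least 30%, or all replicates individually reaching that 30% level; inactive = mean below 30% and not every replicate reaching it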;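 also: 0% = neutral control wells and 100% = L-leucinethiol positive control wells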
S100A4 inh HTS – inhibitors of S100A4-myosin IIA peptide binding, primary screen, biochemical, fluorescence polarization, TAMRA-MyoIIA peptide; Protein S100-A4 (Homo sapiens), P26447; inhibition, % at 10.7 µM; actives 0.14% (n = 360,000); AID 652163, 2013;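 active = mean inhibition of at least 70% across replicates, with every replicate also reaching that level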
Target sequence (P26447 whole entry, looked up): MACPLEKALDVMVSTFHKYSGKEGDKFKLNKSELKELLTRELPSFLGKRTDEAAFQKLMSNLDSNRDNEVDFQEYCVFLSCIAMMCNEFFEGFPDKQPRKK
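Material: human S100A4 monomer with TAMRA-labelled myosin IIA peptide; buffer or medium: HEPES pH 7.2 with CaCl2, KCl, NaCl, DTT, Triton; compound dosing: one concentration per compound; schedule: 5 min incubation before reading; benchmarks: neutral control DMSO, positive control TFP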
LGR2 antag – inhibitors of bursicon-induced LGR2 CRE-luciferase signal, primary screen, cell-based, HEK293, CRE-luciferase reporter, bursicon stimulation | bursicon-stimulated, 4 h | inhibition, % at 9.99 µM | actives 0.35% (n = 380,000);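 active = drop in luminescence signal, shown as inhibition above about 50% in the replicate tests, limit read from the data, passing the limit was not always enough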;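 also: agonist challenge used bursicon conditioned medium at about half maximal strength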
Statin myotox sup – suppressors of statin myotoxicity in C2C12 myotubes, primary screen, cell-based, single point, plate reader | rescue of ATP level, % at 7.49 µM | actives 0.78% (n = 330,000) | C2C12 myotubes + simvastatin, ATP luminescence, 48 h; scaled: DMSO 0, geranylgeraniol control 100 | AID 602340, 2012;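 active = mean ATP rescue above about 67%, or every replicate alone reaching that limit, limit read from the data, passing the limit was not always enough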;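 also: myotubes were challenged with 10 µM simvastatin during compound exposure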
Xi reactivation – activators of inactive X chromosome reactivation, primary screen, imaging, XiGFP fibroblasts, GFP high-content imaging, set 2. activation, % at 7.58 µM. AID 743238, 2013. actives 0.055% (n = 360,000). XiGFP mouse fibroblasts, % GFP-positive cells imaging, 3 d; cells co-treated with 5-aza-dC sensitizer; scaled so ellipticine positive control = 100%;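 active = mean normalized replicate activation at least 10% and every replicate at or above 10%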;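 also: 0% = median of on-plate neutral control wells and 100% = ellipticine 6 µM median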
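Material: XiGFP fibroblasts, SV40-immortalized. Buffer or medium: DMEM plus 5-aza-dC sensitizer. Compound: single concentration per compound, delivered by pin transfer. Times: 3 days compound exposure. Controls: ellipticine 6 µM.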
PGC1a acetyl inh – inhibitors of PGC1a acetylation signal, primary screen, cell-based, U2OS, AlphaScreen, inhibitor mode. AlphaScreen anti-acetyl-lysine; with virally co-expressed GCN5 acetyltransferase. actives 0.17% (n = 350,000). inhibition, % at 15.6 µM;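 active = every replicate shows inhibition of at least 40%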;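 also: 0% = neutral control wells and 100% = positive control wells; some results beyond the cut were filed as inactive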
SIRT5 block – SIRT5 desuccinylase inhibitors, primary screen, biochemical, fluorescence imaging, single point, set 5; inhibition, % at 15 µM; NAD-dependent protein deacylase sirtuin-5, mitochondrial (Homo sapiens), Q9NXA8; actives 1.1% (n = 330,000); AID 652115, 2013; Purified SirT5, succinyl-peptide AMC, trypsin-coupled fluorescence; in the data active = inhibition above about 15%
Target sequence (Q9NXA8 whole entry, looked up): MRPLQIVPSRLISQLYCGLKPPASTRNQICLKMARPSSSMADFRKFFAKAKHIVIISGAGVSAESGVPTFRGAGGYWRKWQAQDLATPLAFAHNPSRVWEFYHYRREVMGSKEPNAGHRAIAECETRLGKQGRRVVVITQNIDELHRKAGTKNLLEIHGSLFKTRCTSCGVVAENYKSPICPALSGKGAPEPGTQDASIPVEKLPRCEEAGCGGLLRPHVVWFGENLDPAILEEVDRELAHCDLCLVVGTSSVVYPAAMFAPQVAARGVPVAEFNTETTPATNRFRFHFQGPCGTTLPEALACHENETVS
Cneo AK release – Cryptococcus neoformans cell lysis inducers, primary screen, AK release luminescence, single concentration; actives 0.2% (n = 360,000); C. neoformans lysis, adenylate kinase release luminescence, 4 h; normalised: neutral wells 0, clomiphene wells 100; lysis activity, % at 15 µM;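 active = mean lysis activity across replicates of at least 80%, whatever share of replicates individually reach that level; inactive = mean lysis activity below 80%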
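read-out = cell lysis signal | test system = log-phase Cryptococcus neoformans yeast cells | input = cells at 5 × 10^6 per mL | medium = fresh YPD growth medium | signal = luminescent adenylate kinase detection reagent | timing = 4 h at 37 °C static, read 1 h later | dosing = single dose | controls = Clomiphene as positive lysis control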
An asterisk follows results filed as active; · = not tested or not shown; & = joins results of further samples. This is a subset; count on the stated rates, not on these rows.

SMILES	ERAP1 HTS inh	S100A4 inh HTS	LGR2 antag	Statin myotox sup	Xi reactivation	PGC1a acetyl inh	SIRT5 block	Cneo AK release
CC(C)=CCc1cc(-c2oc3cc(O)cc(O)c3c(=O)c2O)ccc1O	-2	-1	-28	-3	·	-18	2	-2
C[C@H](O)C#Cc1cnc2c(c1)C(=O)N([C@H](C)CO)C[C@@H](C)[C@H](CN(C)Cc1cccc(C(=O)O)c1)O2	1	2	2	16	-0.8	-3	-2	-1
CC(=O)N1[C@H](CO)[C@H](c2ccc(-c3ccccc3)cc2)[C@H]1CNC(=O)NC(C)C	-2	2	3	·	0.1	·	1	·
Cc1csc(NC(=O)Cc2ccc(F)cc2)n1	-2	-2	-35	-6	0.0	4	5	-1
N=c1c(S(=O)(=O)c2ccc(Br)cc2)cc2c(=O)n3ccccc3nc2n1C1CCCCC1	-4	-1	-37	7	0.0	·	-1	-1
CC1=C(C(=O)N(C)C)CC(CC(=O)NCCc2ccccn2)C(=O)N1Cc1ccc(F)cc1 (centres undefined)	0	-3	-3	0	0.1	-4	-5	-1
O=C(OCC(=O)N1CCCc2ccccc21)c1ccc(Cl)nc1	2	-2	-6	12	0.0	11	0	3
Cn1c(N)c(C(=O)COC(=O)C2CCCC2)c(=O)n(C)c1=O	5	1	-3	·	0.4	·	-2	·
COc1ccc(OC)c(C(=O)c2coc3ccc(OC(C)=O)cc23)c1	-2	-4	-29	-6	0.1	·	-2	-1
Cc1ccc(/C=N/N2CCN(c3ccccn3)CC2)cc1	2	4	-89	·	0.1	·	-1	·
C=CC[N+]1(CC=C)CCOCC1	1	-3	20	-1	0.0	2	-3	-1
CC(Sc1nc2nn(-c3ccccc3)c(=O)c-2c2n1CCCCC2)C(N)=O (centres undefined)	·	·	-5	-1	·	-5	·	-3
N#Cc1ccc(Cl)cc1NC(=O)COC(=O)c1ccc2c(c1)OCCO2	3	1	2	·	·	0	0	2
O=C(c1ccccn1)N1C[C@@H]2[C@H](c3ccccc31)[C@H](CO)N2C(=O)C1CC1	1	9	7	-7	0.2	-5	-1	-4
COc1ccc(C(=O)NNC(=S)Nc2ccccc2)cc1	-2	-3	-64	·	0.3	-3	·	·
CO[C@@H]1CN(C)C(=O)c2cc(NC(=O)NC3CCCCC3)ccc2OC[C@@H](C)N(CCc2ccccc2)C[C@@H]1C	-1&-1	-2&2	5&6	-11	0.0&0.3&0.2	3	4&3	-3
COc1cc(C(=O)NNC(=S)NC(=O)/C=C/c2ccccc2)cc(OC)c1OC	1	1	20	·	0.2	2	-1	0
COc1ccccc1NC(=O)N[C@@H]1CC[C@@H](CC(=O)N[C@H](C)c2ccccc2)O[C@H]1CO	-2	11	-3	6	0.6	6	0	-5
CC1CC(C)(C)NC(=S)N1CC(=O)N1CCN(Cc2ccccc2)CC1 (centres undefined)	4	-4	5	·	0.3	5	-1	·
COc1ccc(S(=O)(=O)Nc2ccc3c(c2)CC(=O)N([C@H](C)CO)C[C@H](C)[C@H](CN(C)C)O3)cc1	2	5	-24	-1	0.4	-5	-1	-1
O=C(NCCCn1cccn1)C1CCC(=O)N(CCc2ccccc2)C1 (centres undefined)	-3	-1	29	6	0.2	-4	-1	1
C/C(CC(=O)Nc1cccnc1)=N/NC(=O)COc1ccc(Cl)cc1Br	5	18	-31	·	0.0	·	0	·
Cc1ccc(-c2c(C(=O)Nc3ccccc3C)c(C)[nH]c(=S)c2C#N)o1	0	-19	7	·	0.0	-10	0	·
COc1ccc(S(=O)(=O)N(C)C[C@@H]2OCCCC[C@@H](C)Oc3ccc(NC(=O)Nc4cccc5ccccc45)cc3C(=O)N([C@@H](C)CO)C[C@H]2C)cc1	-6	-6	-5	·	-1.3	-18	3	1
CC1CCCCC12NC(=O)N(CC(=O)Nc1ccc3c(c1)OCO3)C2=O (centres undefined)	0	0	-10	-30	-0.1	0	·	0
CC(C)NC(=O)N(C)C[C@H]1OCCCC[C@@H](C)Oc2ccc(NS(=O)(=O)c3ccc(Cl)cc3)cc2C(=O)N([C@@H](C)CO)C[C@@H]1C	1	-2	4	·	-0.2	-8	3	-2
Cc1c(C(=O)OCC2CCCO2)[nH]c2c1C(=O)CC(c1ccc(N(C)C)cc1)C2 (centres undefined)	-5	-2	0	-11	0.1	·	·	1
C[C@@H]1CN([C@@H](C)CO)C(=O)c2cc(NC(=O)Nc3ccccc3)ccc2O[C@H]1CN(C)S(=O)(=O)c1ccc(Cl)cc1	0	7	-4	-10	0.2	-9	-3	-3
CCn1nc(C)c(/C=N/NC(=O)Cn2nnc(N)n2)c1C	1	5	-9	·	0.3	0	-7	0
COC(=O)CCCn1cc(CN2CC(N(C)C)CS2(=O)=O)nn1 (centres undefined)	0	7	11	·	-0.1	·	-23	·
CCCCc1nc(SCCN2CCOCC2)c2c(=O)n(C)c(=O)n(C)c2n1	2	-1	0	·	0.1	0	-2	·
CCOc1ccc(NS(=O)(=O)c2ccc(C(=O)NCC(c3ccc(OC)cc3)N3CCCC3)cc2)cc1 (centres undefined)	0	-6	4	14	-0.1	·	1	-2
CC(=O)Nc1ccc2c(c1)N(C(=O)CN(C)C)c1ccccc1CC2	·	·	4	-1	·	-1	·	-3
CC(C)Oc1cccc(NC(=O)C2(C)CCN2C(C)C)c1 (centres undefined)	-9	1	-14	10	-0.1	2	2	2
O=C(c1cccnc1)N1CC(=O)N2[C@H](CO)[C@@H](c3ccc(-c4cccnc4)cc3)[C@H]2C1	2	4	-15	·	0.0	8	0	·
Cc1cc(/C(N)=N/OC(=O)c2cccc(Cl)c2)no1	-2	-1	-62	·	0.2	-5	-1	-2
NS(=O)(=O)c1cccc(NC(=O)CSc2nnc3n2CCCCC3)c1	-4	-2	7	3	-0.1	8	-5	-1
Clc1ccc(C2Nc3cccc4cccc(c34)N2)cc1	-1	-10	-9	-2	0.0	23	-2	1
COc1ccc(S(=O)(=O)N[C@@H]2CC[C@H](CC(=O)NCCc3ccncc3)O[C@@H]2CO)cc1	1	-1	-8	11	0.6	10	7	-5
C/C(=N\NC(=O)c1ccc(O)cc1)c1cccc(NC(=O)c2ccccc2C)c1	6	-1	2	·	0.0	5	1	-8
CO[C@H]1CN(C)C(=O)c2ccc(NS(=O)(=O)c3ccc(C)cc3)cc2OC[C@H](C)NC[C@@H]1C	0	2	-8	·	0.0	3	-5	·
O=C(OCCSCCOC(=O)C1CC=CCC1)C1CC=CCC1 (centres undefined)	1	2	-6	1	0.0	-3	·	8
Cc1cc2oc(=O)cc(CN3CCOCC3)c2cc1C(C)C	-1	1	9	33	0.2	·	-1	0
Nc1nc2c(ncn2COC(CO)CO)c(=O)[nH]1	0	1&12	12	1	0.2	-1	-6	0
COc1cccc(NC(=O)c2ccc3c(c2)C(=O)N(CC2CCCO2)C3=O)c1 (centres undefined)	0	0	-20	5	0.1	-4	-1	-2
O=C(c1cccs1)N1CCCC(N2CCN(c3ccc(F)cc3)CC2)C1 (centres undefined)	-4	0	-2	-12	0.0	-3	-2	0
COCCNC(=O)C1CCCN(C(=O)c2ccc3sccc3c2)CC1 (centres undefined)	4	-3	12	-1	-0.2	12	-1	-1
COc1cccc(S(=O)(=O)N(C)C[C@H]2Oc3ncc(C#CCN(C)C)cc3C(=O)N([C@H](C)CO)C[C@@H]2C)c1	-4	-11	-4	-12	-1.1	-2	-8	-2

Single records, from the list above. Values in the order: ERAP1 HTS inh, S100A4 inh HTS, LGR2 antag, Statin myotox sup, Xi reactivation, PGC1a acetyl inh, SIRT5 block, Cneo AK release
Listed for `C/C(=N\NC(=O)c1ccc(O)cc1)c1cccc(NC(=O)c2ccccc2C)c1` = 6, -1, 2, ·, 0.0, 5, 1, -8
Listed for `COc1cccc(NC(=O)c2ccc3c(c2)C(=O)N(CC2CCCO2)C3=O)c1` (centres undefined) = 0, 0, -20, 5, 0.1, -4, -1, -2
Listed for `Cc1cc2oc(=O)cc(CN3CCOCC3)c2cc1C(C)C` = -1, 1, 9, 33, 0.2, ·, -1, 0
Listed for `NS(=O)(=O)c1cccc(NC(=O)CSc2nnc3n2CCCCC3)c1` = -4, -2, 7, 3, -0.1, 8, -5, -1
Listed for `COc1cccc(S(=O)(=O)N(C)C[C@H]2Oc3ncc(C#CCN(C)C)cc3C(=O)N([C@H](C)CO)C[C@@H]2C)c1` = -4, -11, -4, -12, -1.1, -2, -8, -2

Remaining list, next part.
SMILES	ERAP1 HTS inh	S100A4 inh HTS	LGR2 antag	Statin myotox sup	Xi reactivation	PGC1a acetyl inh	SIRT5 block	Cneo AK release
COc1cccc(C(C(=O)NCc2ccccc2)N2CCN(c3ccccc3F)CC2)c1OC (centres undefined)	·	-4	-11	·	0.0	·	-1	·
COc1ccccc1N(C)S(=O)(=O)c1ccc(C(=O)Nc2cc(F)ccc2C)cc1	-1	-3	-1	4	0.0	-4	·	2
O=C(NNc1c(F)c(F)cc(F)c1F)c1ccc(Cl)nc1	3	-1	10	-4	0.3	-3	1	-1
CC(C)=C1C2C=CC1C(C(=O)Nc1cccc(C)c1)C2C(=O)O (centres undefined)	1	-8	-12	-2	·	1	5	0
CCCCN1C(=O)C(CC(=O)NC(c2ccccc2)c2ccccc2)CC(C(=O)N2CCOCC2)=C1C (centres undefined)	-2	16	11	-13	0.1	5	-1	1
C[C@@H]1CN([C@H](C)CO)C(=O)Cc2cc(NC(=O)NC3CCCCC3)ccc2O[C@H]1CN(C)C	1	-36	33	2	-1.4	-3	-3	-1
CC[C@H](NC(=O)[C@H](Cc1ccccc1)NC(=O)[C@H]1O[C@@H](n2cnc3c(=O)[nH]c(N)nc32)[C@H](O)[C@@H]1O)c1ccccc1	-1	-14	-4	·	0.1	·	2	·
CCCNC(=O)N1C[C@H]2[C@@H](c3ccccc31)[C@H](CO)N2Cc1ccc(F)cc1	·	·	0	-3	0.2	-4	·	-2
O=C(CSc1nnc(-c2ccncc2)n1Cc1ccco1)Nc1cccc(O)c1	-3	1	-18	3	0.0	-4	1	2
CCc1cccc(OCCCCNCCCOC)c1	-1	2	5	-1	0.0	13	-2	-1
COc1ccc(OCC(=O)OC(C)CN2CCCCC2)cc1 (centres undefined)	0	-7	-2	3	0.0	-5	-3	0
CCOC(=O)c1sc2nc(C)nc(N3CCN(c4ncccn4)CC3)c2c1C	1	0	-7	·	0.0	8	2	·
COc1cccc(N=C2SC(C(=O)Nc3ccccc3F)CC(=O)N2C)c1 (centres undefined)	·	·	7	20	·	-19	·	1
Cc1noc(C)c1NC(=O)Nc1ccc2c(c1)C(=O)N([C@@H](C)CO)C[C@@H](C)[C@H](CN(C)C(=O)CCCN(C)C)OCCCC[C@H](C)O2	3	4	5	20	-0.7	10	-2	-4
Fc1ccc(-c2ccc(C3[C@@H]4CN(Cc5nccs5)C[C@H]3N4)cc2)cc1 (some centres undefined)	4&2	-6&-12	-35&-10	·	0.3&0.0	3&-25	-5&-6	·
